Bioassay records (PubChem)
E coli RNAP – Escherichia coli RNA polymerase inhibition; E. coli RNA polymerase, fluorescence transcription assay; inhibition, %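 (tested at 10 µM)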; 0.2% of 62,000 active; in the data active means inhibition above about 20%;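 further: 0% = enzyme without compound and 100% = no enzyme blank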
Target sequence (P0A8V2 whole entry, looked up): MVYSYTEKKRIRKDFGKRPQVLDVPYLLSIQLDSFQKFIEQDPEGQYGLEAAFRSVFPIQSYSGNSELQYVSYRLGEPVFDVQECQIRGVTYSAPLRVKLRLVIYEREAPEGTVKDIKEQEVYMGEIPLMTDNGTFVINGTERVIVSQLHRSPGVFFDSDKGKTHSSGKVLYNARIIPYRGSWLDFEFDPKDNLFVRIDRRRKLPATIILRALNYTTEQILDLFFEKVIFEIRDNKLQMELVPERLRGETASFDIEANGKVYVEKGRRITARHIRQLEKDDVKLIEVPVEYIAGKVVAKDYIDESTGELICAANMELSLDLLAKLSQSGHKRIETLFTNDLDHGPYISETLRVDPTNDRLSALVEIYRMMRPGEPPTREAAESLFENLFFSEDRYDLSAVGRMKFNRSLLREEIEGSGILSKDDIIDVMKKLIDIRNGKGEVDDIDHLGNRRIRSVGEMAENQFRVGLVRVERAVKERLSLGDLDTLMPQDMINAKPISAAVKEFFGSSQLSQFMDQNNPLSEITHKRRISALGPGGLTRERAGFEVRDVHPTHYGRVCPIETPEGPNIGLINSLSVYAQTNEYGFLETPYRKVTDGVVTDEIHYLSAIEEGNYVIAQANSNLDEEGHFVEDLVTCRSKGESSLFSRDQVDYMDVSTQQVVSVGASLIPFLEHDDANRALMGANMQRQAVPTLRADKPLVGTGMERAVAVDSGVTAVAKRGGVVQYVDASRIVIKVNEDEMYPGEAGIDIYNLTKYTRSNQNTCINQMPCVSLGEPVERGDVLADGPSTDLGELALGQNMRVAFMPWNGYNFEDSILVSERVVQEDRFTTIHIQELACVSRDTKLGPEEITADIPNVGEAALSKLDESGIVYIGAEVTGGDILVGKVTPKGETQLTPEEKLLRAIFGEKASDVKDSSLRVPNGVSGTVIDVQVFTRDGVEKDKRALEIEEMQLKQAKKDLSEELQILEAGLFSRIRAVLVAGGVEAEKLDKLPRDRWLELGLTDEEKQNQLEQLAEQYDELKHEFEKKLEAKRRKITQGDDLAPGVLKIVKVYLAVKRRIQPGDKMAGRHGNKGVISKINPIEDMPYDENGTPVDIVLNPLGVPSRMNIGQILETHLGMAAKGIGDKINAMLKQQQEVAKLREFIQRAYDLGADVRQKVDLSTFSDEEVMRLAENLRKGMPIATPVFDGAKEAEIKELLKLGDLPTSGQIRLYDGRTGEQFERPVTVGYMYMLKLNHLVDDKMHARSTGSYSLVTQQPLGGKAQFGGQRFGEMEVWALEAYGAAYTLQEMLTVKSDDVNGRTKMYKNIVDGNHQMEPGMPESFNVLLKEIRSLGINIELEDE
NADH enzymes – inhibitors of enzymes used to reach an NAD/NADH endpoint | 0.02% of 65,000 active | coupled PK/LDH NADH assays, four targets | IC50, µM (doses to about 10 µM), without a hit: at the top dose inhibition;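 active means single-dose screening hits from any of four coupled enzyme assays that gave an IC50 when retested across doses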;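 further: the DPM-DC format reads NADH fluorescence rather than 340 nm absorbance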
tolC growth inh – blocks growth of E. coli BW25113 tolC mutant; OD615; 2.2% of 65,000 active; growth inhibition, % at 10 µM (by protocol);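 active means growth inhibition at or above a cutoff equal to the mean over every tested compound plus 3 SD, cut at about 60% in these data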;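 further: growth measured after 20 h incubation at 37 °C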
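Test system: tolC-deleted E. coli BW25113; medium: LB with kanamycin 50 µg/mL; compound: single-point testing at 10 µM; incubation: 20 h compound exposure of bacteria at 37 °C; signal: OD at 615 nm; evaluation: growth inhibition in percent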
SF-1 act – activates the human nuclear receptor SF-1 | Q13285 | CHO-K1 Gal4-SF-1 LBD luciferase reporter; % increase over DMSO SF-1-specific signal | activation, % at 10 µM | 1.9% of 65,000 active;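 active means activation above the mean activation of all tested compounds plus 3 SD, cut at about 50% in these data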
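Compound – one dose, 10 µM compound, 1% DMSO · Test system – transient Gal4-SF-1 LBD reporter, CHO-K1 · Input – 4,000 cells in each well · Read-out basis – percent activation relative to DMSO median and mock-transfected background · Replicates – single measurement per compound · Technique – steady-glow luciferase luminescence, read after 15 min reagent incubation · Timing – 20 h compound treatment, 37 °C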
RORA act – RORA (human) activation; 1.5% of 65,000 active; CHO-K1 Gal4-RORA LBD luciferase reporter, luminescence; percent increase over mock-subtracted basal signal; AID 560; activation, % at 10 µM; P35398;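 active means activation above the mean of all tested compounds plus 3 SD, cut at about 49% in these data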;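 further: 0% = DMSO-treated RORA cells and 100% = added signal equal to DMSO minus mock-transfected cells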
M1 antag – antagonists of rat M1 muscarinic receptor; P08482; CHO-M1 cells, Fluo-4 calcium, ACh EC80 antagonist mode; active compounds read low; B-score at 10 µM; 3.4% of 64,000 active; AID 628;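 active means calcium fluorescence response, raw or row-and-column corrected B-score, differing from the plate sample mean either way at a set confidence level, mostly lower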
TNAP act mid DEA – human TNAP activation, intermediate phosphate acceptor; P05186; activation factor at 20 µM; purified TNAP, CDP-star luminescence, 100 mM DEA, 30 min; active compounds read high; scale: 0 levamisole-inhibited, 1 vehicle-only enzyme; 64,000 tested, under 10 active;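 active means activation factor of at least 2 at 20 µM, relative to controls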
M1 ag – agonists of M1 muscarinic receptor; CHO-M1 cells, Fluo-4 calcium fluorescence, agonist mode; active compounds read high; B-score at 10 µM; 3% of 64,000 active;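 active means fluorescence rise, raw or as B-score row- and column-corrected plate score, outside the 99.7% band of its plate's samples, either direction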
Autofluor 339 – intrinsic fluorescence of library compounds, ex339/em460 – biochemical, MLSMR library, data from DPM-DC assay, artefact control, profiling panel. 5.5% of 65,000 active. fluorescence fold increase at 10 µM. compound autofluorescence, ex339/em460 nm, NADH buffer; active compounds read high; 1 = no-compound wells, NADH background;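 active means at 10 µM, mean starting fluorescence two-fold or more over control wells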;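 further: signal is the first read of a kinetic run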
* = called active by the depositor; x = no result given; [ ] = remark or other dose.

SMILES	E coli RNAP	NADH enzymes	tolC growth inh	SF-1 act	RORA act	M1 antag	TNAP act mid DEA	M1 ag	Autofluor 339
CCOC(=O)N1CCN(C(=O)c2nc3ccccc3s2)CC1	0.7	4.0%	-1.6	32.0	23.1	0.444	0.9	-0.297	1.15
Cc1ccc(Nc2nc(N)nc(CN3CCN(c4ccccc4)CC3)n2)cc1Cl	10.2	1.0%	77.0*	-5.8	-2.4	-0.109	0.9	-0.0984	1.1
Cc1ccccc1Nc1nc(N)nc(COC(=O)CCS(=O)(=O)c2ccccc2)n1	5.6	6.0%	-5.5	10.3	-3.4	0.401	0.9	-0.94	1.02
CN(Cc1ccc(O)cc1)C1CCCCC1	x	1.0%	-5.0	-7.8	-24.0	-0.445	1	1.32	1.1
CCOc1ccc2[nH]c(=O)c(CN(CC3COCCO3)C(=O)c3ccco3)cc2c1 (stereo not drawn)	7.5	11.0%[fluoresces]	-3.4	1.9	-1.6	0.117	0.9	-1.08	4.03*
COc1ccccc1N(CC(=O)NCCc1ccccc1)S(C)(=O)=O	2.2	4.0%	-10.3	-2.5	-3.9	-0.31	0.9	-0.252	1.06
COc1cc2c(cc1NCc1ccccn1)oc1ccccc12	5.8	3.0%[fluoresces]	9.2	45.4	19.1	0.134	0.9	0.129	2.35*
CN(c1ccccc1)C(c1ccc(F)cc1)c1nnnn1C1CCCC1 (stereo not drawn)	4.3	5.0%	73.4*	-3.6	-12.4	0.843	0.9	0.227	1.09
O=C(NC1CC1)c1cccc(Nc2ccc(-c3ccc4c(c3)OCCO4)nn2)c1	5.3	4.0%	27.4	48.7	15.8	-2.67	0.8	3.77*	1.01
O=C(O)c1nn2c(c1Br)NC(c1ccccc1)CC2C(F)(F)F (stereo not drawn)	6.7	0.0%	-0.6	-10.4	15.8	-0.396	1	0.906	1.1
Cc1ccc(-c2noc(C3CCN(S(=O)(=O)c4ccc5c(c4)OCCO5)CC3)n2)o1	5.5	8.0%	3.0	14.4	-7.3	0.212	0.9	-0.0124	1.09
Cn1cnnc1SCC(=O)OCN1C(=O)c2ccccc2C1=O	3.4	7.0%	-15.2	-1.6	-1.1	0.734	0.9	-0.504	1.06
COC(=O)C1=C(N)Oc2cc(N(C)C)ccc2C1c1ccccc1OC (stereo not drawn)	x	0.0%	7.1	11.2	49.2*	-0.703	1	10*	1.16
O=C(CN(Cc1cccs1)C(=O)CNS(=O)(=O)c1ccc(F)cc1)NCc1ccco1	5.9	1.0%	-17.2	13.7	-13.4	0.975	0.8	0.0217	1.07
CCCCSc1nnc2n(CCc3ccccc3)c(=O)c3c4c(sc3n12)COC(C)(C)C4	2.8	4.0%	11.4	-11.3	-4.9	-0.207	0.9	-0.858	1.14
COc1ccc(-c2noc(N3CCC(C(=O)N4CCN(c5ccccn5)CC4)CC3)n2)cc1	4.6	4.0%	-5.6	-18.1	6.7	-2.17	1	2.39*	1.21
Cc1ccc(S(=O)(=O)CCc2nc3ccccc3n2CCC#N)cc1	6.1	3.0%	7.4	19.1	3.9	0.102	0.9	0.777	1.12
COc1ccccc1C(c1nnnn1C(C)(C)C)N1CCCCCC1 (stereo not drawn)	0.6	5.0%	11.7	-4.9	9.0	-0.107	0.9	1.04	1.05
COc1ccc(-c2cc(C(=O)OC3CCOC3=O)c3ccccc3n2)cc1OC (stereo not drawn)	2.9	5.0%	-4.6	6.0	19.1	0.116	1	-0.0534	1.3
CCNS(=O)(=O)c1ccc(NC(=O)Cn2nc(C(F)(F)F)cc2C)cc1	5.5	6.0%	3.7	24.1	1.5	-0.574	0.9	-0.00887	1.04
CC(=O)c1c(C)[nH]c(C(=O)NCCc2ccccc2)c1C	-5.0	1.0%	1.3	43.4	33.5	-0.511	1	0.792	1.1
CSc1cccc(NC(=O)C2CCN(S(C)(=O)=O)CC2)c1	-4.1	2.0%	-6.8	-0.4	-17.0	0.537	0.8	0.0697	1.06
CC(=O)Nc1cc(C(=O)O)ccc1S(=O)(=O)c1ccc(C)cc1	5.9	5.0%	-13.4	3.1	-15.3	0.306	0.9	0.107	1.28
Cc1cc(C)c(NC(=O)CS(=O)CC(=O)N2CCN(c3ccccc3)CC2)c(C)c1 (stereo not drawn)	-1.1	6.0%	1.7	-4.5	9.2	-0.0756	1	0.0945	1.13
Cc1cccc2cc(CN(Cc3cccs3)C3(c4nnnn4C4CCCC4)CCCC3)c(=O)[nH]c12	2.1	7.0%	16.9	-10.6	-28.7	0.167	0.9	1.39	1.14
CC(C)C(c1nnnn1CC1CCCO1)N1CCN(C2CCCC2)CC1 (stereo not drawn)	-0.9	10.0%	-5.1	15.7	-12.4	0.0946	0.9	0.967	1.11
N#C/C(=C(/O)COC(=O)CCCNC(=O)c1ccc(Cl)cc1)c1nc2ccccc2[nH]1	-2.4	3.0%	22.7	2.5	1.4	-0.447	0.9	1.16	1.1
Cc1n[nH]c(C)c1N1C(=O)c2cccc3cc(Br)cc(c23)C1=O	4.0	5.0%	31.0	x	x	-0.014	0.9	0.271	1
O=C(O)c1ccc(N2CCCCC2)cc1	x	3.0%	-17.0	5.9	-5.9	-2.42	1	-0.384	1.11
CC(=O)Nc1nc(C=C(Cl)Cl)cs1	-4.6	6.0%	14.2	-16.3	28.7	-0.582	1	-0.0688	1.06
O=C(CCCC1=NS(=O)(=O)c2ccccc2N1)N1CCN(c2ccccc2)CC1	3.8	4.0%	6.5	-15.6	1.8	-0.737	0.9	-0.923	1.02
Cc1ccc(S(=O)(=O)N2CCOCC2)c(C)c1-n1cnnn1	3.2	2.0%	-2.2	3.4	-2.3	-0.0383	0.9	-2.26	1.09
O=C1CC(c2ccc(S(=O)(=O)NCc3ccccc3)cc2)CN1 (stereo not drawn)	-0.9	2.0%	1.9	31.3	-3.7	0.109	1	-0.0407	1.06
O=C(CCCCn1c(=O)c2ccccc2n(Cc2ccc(F)cc2Cl)c1=O)NCc1ccco1	0.9	5.0%	23.9	6.8	21.7	0.426	1	-0.649	1
COC(=O)c1ccc(-n2nnnc2SCc2ccccc2OC)cc1	4.3	8.0%	55.0	2.0	-17.2	-0.471	0.9	-0.523	1.11
CCOc1ccccc1NC(=O)N1CCC(NC(=O)c2ccccc2C)CC1	2.7	2.0%	-10.9	-2.8	-5.0	-0.694	0.9	0.937	1.02
CN(C(=O)c1cc2n(n1)C(C(F)(F)F)CC(c1ccco1)N2)c1ccc(OC(F)(F)F)cc1 (stereo not drawn)	-3.1	5.0%	12.7	-7.4	18.1	0.722	0.9	0.442	1.11
O=C(O)CCCC(=O)Nc1ccc(Br)cc1C(=O)O	-5.5	1.0%	-4.2	0.4	-6.7	0.172	0.9	-0.114	1.05
COc1cccc(C2=NO[C@@H]3C(=O)N(Cc4ccccc4)C(=O)[C@H]23)c1OC	5.4	6.0%	-15.1	-3.3	-6.4	0.376	0.9	0.0488	1.15
CCOc1ccc(NC(=O)CSc2nc3c(c(=O)n2-c2ccccc2OC)SCC3)cc1	0.3	5.0%	2.8	17.2	2.4	0.0768	1	0.982	1.06
CCSc1ncnc2c(C#N)c3n(c12)CCCCC3	8.6	4.0%	16.0	-32.9	18.6	-1.9	0.9	-0.0416	1.09
Cc1ccc(O)c(NC(=O)CCCC(=O)O)c1	8.3	11.0%	-14.5	-2.2	-3.4	0.0234	1	0.19	1.07
COC(=O)c1ccc(C)c(NC(=O)C2COc3ccccc3O2)c1 (stereo not drawn)	3.1	3.0%	24.0	-13.5	-6.7	-0.286	1	1.15	1.13
CCCCC(=O)Nc1ccc(C(=O)NCC(=O)OC)cc1	3.4	7.0%	-16.9	-5.4	16.6	0.573	0.9	-0.414	1.13
CC1(C)CC(NC(=O)c2coc(=O)c(Br)c2)CC(C)(C)N1	4.1	14.0%	-25.0	-6.9	2.4	0.77	0.9	0.684	2.1*
CCOc1ccccc1C(=O)NC(C)c1ccc2c(c1)OCO2 (stereo not drawn)	9.0	3.0%	22.0	3.8	-20.9	-1.09	0.9	1.78	1.03
CCc1nc(NCC2CCCO2)c(C#N)c2c1COC(C)(C)C2 (stereo not drawn)	9.4	7.0%[fluoresces]	12.0	2.4	-15.2	-0.373	0.9	0.119	2.33*
O=c1[nH]c2ccccc2nc1C(F)(F)C(F)F	-4.6	5.0%[fluoresces]	-10.2	-14.3	-20.6	0.378	0.9	0.0455	2.13*
Cc1cccc(NC(=O)c2c(C)cc(=O)oc2C)n1	6.3	5.0%	-0.5	-10.5	-10.6	-0.000971	0.9	-0.0168	1.09
COc1ccc(-n2c(C)cc(C(=O)Cn3nnc4ccccc4c3=O)c2C)cc1	-2.0	4.0%	18.2	43.6	12.0	-0.0433	0.9	-0.997	1.07

Next part; the last 5 above are carried over.
SMILES	E coli RNAP	NADH enzymes	tolC growth inh	SF-1 act	RORA act	M1 antag	TNAP act mid DEA	M1 ag	Autofluor 339
CCOc1ccccc1C(=O)NC(C)c1ccc2c(c1)OCO2 (stereo not drawn)	9.0	3.0%	22.0	3.8	-20.9	-1.09	0.9	1.78	1.03
CCc1nc(NCC2CCCO2)c(C#N)c2c1COC(C)(C)C2 (stereo not drawn)	9.4	7.0%[fluoresces]	12.0	2.4	-15.2	-0.373	0.9	0.119	2.33*
O=c1[nH]c2ccccc2nc1C(F)(F)C(F)F	-4.6	5.0%[fluoresces]	-10.2	-14.3	-20.6	0.378	0.9	0.0455	2.13*
Cc1cccc(NC(=O)c2c(C)cc(=O)oc2C)n1	6.3	5.0%	-0.5	-10.5	-10.6	-0.000971	0.9	-0.0168	1.09
COc1ccc(-n2c(C)cc(C(=O)Cn3nnc4ccccc4c3=O)c2C)cc1	-2.0	4.0%	18.2	43.6	12.0	-0.0433	0.9	-0.997	1.07
Cc1noc(C)c1C(=O)OC(C(=O)NC1CCCC1)c1ccc(F)cc1 (stereo not drawn)	1.8	3.0%	13.4	-19.1	-19.8	1.51	0.9	0.356	1.13
CCCN1C(=O)C(O)(CC(=O)c2ccc3c(c2)OCCO3)c2ccccc21 (stereo not drawn)	4.0	2.0%	6.7	6.2	-17.4	x	1	x	1.03
CC(=O)C(C)Oc1ccc2c3c(c(=O)oc2c1)CCCC3 (stereo not drawn)	-3.3	10.0%[fluoresces]	12.4	5.2	28.4	-1.08	0.9	-0.0328	2.07*
CC1CCc2nn(CC(=O)N3CCCCCC3)cc2C1 (stereo not drawn)	3.9	8.0%	-23.1	1.8	5.3	-1.44	0.9	-0.507	1.11
CCCCOCCCNC1=NCCCCC1	11.1	5.0%	-22.8	-0.6	-9.3	-1.52	1	-0.875	1.05
O=S(=O)(Nc1cccnc1)c1ccc2c(c1)OCCO2	9.6	11.0%	-10.0	-2.9	-14.4	-0.435	0.9	-0.134	0.96
C=CCN(CC(=O)NCc1ccc(OC)cc1)C(=O)c1csnn1	5.6	10.0%	-14.5	4.3	-15.9	0.202	0.9	0.00577	1.05
CCNc1nnc(-c2ccc(C)cc2)o1	7.8	5.0%	4.3	16.7	16.7	0.105	1	0.573	1.19
CC(=O)Nc1ccc(S(=O)(=O)n2nc(-c3ccc(C)cc3)nc2N)cc1	-1.9	1.0%	-8.8	3.1	-19.1	-0.802	0.9	0.481	1.02
COc1ccc(CCNC(=O)CN(C)S(=O)(=O)c2cccs2)cc1OC	8.2	1.0%	-13.2	10.7	-20.7	0.191	0.9	-0.761	1.2
